Bioassay records as filed in PubChem.
FXIIa inh 1536 = blocks human coagulation factor XIIa protease activity | purified FXIIa, Boc-QGR-AMC fluorogenic substrate, 2 h | inhibition, % at 5 µM | P00748 | 220,000 tested, 0.3% active; in the data active means inhibition above about 40%;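 further: 0% = enzyme with no compound and 100% = blank without enzyme; many of its hits are not listed in these tables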
Rad51 HR inh = blocks human Rad51 in homologous recombination | hRad51 DNA strand exchange, fluorescence dequenching | AID 1385 | 200,000 tested, 0.085% active | inhibition, % at 10 µM | Q06609;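 active means inhibition above 40% at the single screening dose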;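 further: 0% = DMSO control wells and 100% = blanks with heterologous ssDNA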
Target sequence (Q06609 whole entry, looked up): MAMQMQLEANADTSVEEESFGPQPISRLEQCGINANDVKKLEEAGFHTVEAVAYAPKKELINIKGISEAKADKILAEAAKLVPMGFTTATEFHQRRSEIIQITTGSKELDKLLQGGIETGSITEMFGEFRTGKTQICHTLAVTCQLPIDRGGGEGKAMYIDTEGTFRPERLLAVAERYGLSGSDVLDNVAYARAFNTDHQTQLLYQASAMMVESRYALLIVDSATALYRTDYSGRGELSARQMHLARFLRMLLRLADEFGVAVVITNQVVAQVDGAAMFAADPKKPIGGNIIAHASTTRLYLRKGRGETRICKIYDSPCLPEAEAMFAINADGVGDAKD
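System: human Rad51 nucleoprotein filaments preassembled on unlabelled ssDNA. Reagent: labelled 47-mer dsDNA for strand exchange. Schedule: 30-min compound preincubation and 15-min exchange, both room temperature. Measured by: FRET fluorescence dequenching, excitation 485 nm, emission 520 nm. Read-out: Fluorescence-based percent inhibition, control- and blank-normalised. Benchmarks: plate controls and plate blanks.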
hK5 inh = blocks human kallikrein 5 protease activity; Q9Y337; recombinant hK5, fluorogenic AMC substrate cleavage; inhibition, % at 5 µM; 210,000 tested, 0.59% active;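 active means inhibition of 40% or more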;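 further: 0% = enzyme controls without compound and 100% = no-enzyme blanks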
FXIa inh = blocks human coagulation factor XIa protease activity; P03951; purified FXIa, Boc-Glu-Ala-Arg-AMC fluorogenic substrate; inhibition, % at 5 µM; 220,000 tested, 0.14% active;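 active means inhibition of at least 40%; inactive means inhibition below 40%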;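 further: fluorescence of freed AMC excited at 355 nm; 0% = enzyme without compound and 100% = no enzyme blank; many of its hits are not listed in these tables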
14-3-3 Bad inh = disrupts binding of bovine 14-3-3 zeta to phospho-Bad peptide; P63103; TR-FRET 14-3-3zeta/Dy647-pBad peptide displacement, 1 h; inhibition, % at 21.7 µM; 220,000 tested, 0.71% active; AID 781;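 active means inhibition above about 70%, limit read from the data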;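 further: 0% = full 14-3-3 plus peptide FRET controls and 100% = background without 14-3-3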
p97 inhibitor = human p97 ATPase inhibition; P55072; recombinant p97 ATPase, Kinase-Glo ATP luminescence, 3 h; inhibition, % at 8 µM; 220,000 tested, 0.42% active; AID 1481; in the data active means inhibition above about 15%;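 further: 0% = DMSO vehicle and 100% = wells lacking enzyme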
Mdm2 ligase inh = Mdm2 E3 ligase (human) inhibition | Q00987 | cell-based MDM2 ubiquitination luciferase reporter, 2 h; 0 = plate control, 100 = twice control, blank-subtracted | signal enhancement, % at 5 µM | 210,000 tested, 0.11% active;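 active means signal enhancement of 30% or more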;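 further: luminescence tracks abundance of the self-degrading MDM2-luciferase fusion protein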
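system = mammalian cells stably expressing self-ubiquitinating, self-degrading MDM2 E3–luciferase fusion | quantity = 2000 cells per well seeded | incubation = 4 h cell settling then 2 h compound exposure, 37 °C | signal = SteadyLite luminescence, 15 min reagent step | benchmarks = plate control and blank wells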
Wee1 stabilizer = inhibitors of human Wee1 degradation | HeLa Luc-Wee1K328M stability, luciferase luminescence; 100% = proteasome inhibitor MG132 effect | reporter increase, % at 5 µM | 220,000 tested, 1.2% active | AID 1321;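 active means activation above the mean of all tested compounds plus 3 SD, set per screening run, cut at about 8.8% in these data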;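 further: cells exposed to compound for 20 h before luminescence read; 0% = DMSO alone and 100% = MG132 at 30 µM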
Target sequence (P30291 whole entry K328M): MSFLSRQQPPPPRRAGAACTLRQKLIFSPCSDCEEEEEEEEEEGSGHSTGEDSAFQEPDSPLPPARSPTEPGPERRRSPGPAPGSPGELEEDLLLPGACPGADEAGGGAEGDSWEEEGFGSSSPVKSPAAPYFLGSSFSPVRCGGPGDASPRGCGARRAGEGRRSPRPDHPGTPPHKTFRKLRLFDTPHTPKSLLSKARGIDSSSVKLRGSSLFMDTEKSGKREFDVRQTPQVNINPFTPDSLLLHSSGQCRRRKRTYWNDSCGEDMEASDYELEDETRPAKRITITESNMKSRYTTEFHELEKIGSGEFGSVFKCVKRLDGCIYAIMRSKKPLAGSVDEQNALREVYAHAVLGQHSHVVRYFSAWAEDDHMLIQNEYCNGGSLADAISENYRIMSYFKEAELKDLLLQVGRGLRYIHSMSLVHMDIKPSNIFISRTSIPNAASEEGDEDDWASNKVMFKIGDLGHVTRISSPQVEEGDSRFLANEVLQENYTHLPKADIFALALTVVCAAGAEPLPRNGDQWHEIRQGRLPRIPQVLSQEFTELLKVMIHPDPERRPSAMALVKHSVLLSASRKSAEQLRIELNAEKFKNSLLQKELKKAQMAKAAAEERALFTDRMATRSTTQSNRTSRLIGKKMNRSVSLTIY
eIF4E 4G PPI = eIF4E/eIF4G interaction inhibition in translation initiation; inhibition, % at 21.7 µM; 220,000 tested, 0.37% active; TR-FRET eIF4E-eIF4GI(517-606) binding, 2 h; P63073+Q04637; AID 782;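 active means inhibition above about 30%, limit read from the data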;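 further: 0% = full FRET control wells and 100% = background wells lacking eIF4GI fragment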
Active calls of the source: *; · = not tested or not shown; [ ] = another dose, or the depositor's remark.

SMILES | FXIIa inh 1536 | Rad51 HR inh | hK5 inh | FXIa inh | 14-3-3 Bad inh | p97 inhibitor | Mdm2 ligase inh | Wee1 stabilizer | eIF4E 4G PPI
COc1ccccc1NC(=O)CCc1nc(-c2ccccc2F)no1 | -2 | 1 | -10 | -3 | 4 | 1 | -7 | 2 | -1
COc1ccc(-c2csc3nc(C)nc(N4CCN(c5ccc(C(C)=O)cc5)CC4)c23)cc1OC | 4 | 2 | -7 | -3 | -17 | -1 | -6 | -1 | -4
CCOC(=O)c1c(CSc2ccccc2)oc2ccc(O)cc12 | -1 | 4 | -18 | -1 | -9[fluorescence artefact?] | 3 | 4 | -1 | 4
Cc1cc(=O)n2[nH]c(NCc3ccccc3F)nc2n1 | -5 | -4 | -5 | -4 | -3 | 4 | -3 | -2 | 0
CCN(CC)C(=O)C1CC(c2ccc(OC)cc2)=NO1 (stereo not drawn) | 12 | 5 | 1 | -4 | -3[fluorescence artefact?] | 5 | 2 | 0 | 1[fluorescence artefact?]
C=CCNC(=S)N/N=C/c1ccc(-c2ccc(OC)cc2)o1 | 0 | -7 | -5 | -4 | -7 | 1 | -25 | -2 | -2
O=C(Cc1cccs1)N/N=C\c1ccc(O)cc1 | 2 | 3 | -11 | -6 | -6 | -2 | -6 | -1 | -3
O=C(OCC(=O)N1c2ccccc2Sc2ccccc21)C1CC(=O)N(Cc2ccco2)C1 (stereo not drawn) | -2 | -3 | 6 | -7 | 0 | -8 | -27 | -1 | 2
CC(C)COC(=O)NCCOC(=O)Nc1cccc(Cl)c1 | 2 | -4 | -4 | 5 | -5 | 7 | 4 | 2 | -4
O=C(NCc1nc2ccccc2[nH]1)C1=C[C@H](c2ccc3c(c2)OCO3)C[C@H](OCc2ccc(CO)cc2)O1 | 2 | -5 | -3 | -1 | -4 | 11 | · | 2 | -4
COc1ccc(CCNc2ccc(S(=O)(=O)N3CCCC3)cc2[N+](=O)[O-])cc1 | 8 | · | -16 | 4 | -8[fluorescence artefact?] | -9 | · | 2 | 2
O=C1CSC(c2cccc(Cl)c2Cl)N1c1ccccn1 (stereo not drawn) | 14 | -3 | 3 | 6 | -7 | 4 | 8 | -3 | 9
CCOC(=O)c1sc(NC(=S)NC(=O)C2CCCC2)cc1C | 3 | 3 | 4 | -1 | 3 | 0 | 2 | 4 | 4
O=C(NC1CCCC1)C(c1ccc(F)cc1)N(Cc1ccc(F)cc1)C(=O)c1ccn[nH]1 (stereo not drawn) | 26 | 2 | 7 | 24 | 2 | -2 | -17 | 4 | -4
CC[N+]1(CC)CC2=Cc3c(ccc4ccccc34)C(C)C2C1 (stereo not drawn) | 6 | 7 | -1 | 2 | 0 | 3 | -6 | 1 | -1
CSc1ccccc1NC(=O)CN(C)Cc1cc(=O)n2ccsc2n1 | 8 | -3 | 4 | 0 | -8 | 4 | 9 | 5 | 1
N#Cc1cc([N+](=O)[O-])ccc1NCCc1ccccn1 | 7 | · | 22 | 2 | -9 | 1 | 5 | 8 | 0
Cc1cc(NC(=O)c2ccccc2[N+](=O)[O-])ccc1Br | 2 | -6 | -6 | 10 | 20 | -3 | -8 | 0 | 2
Cc1nnc(SCc2ccc(F)cc2Cl)s1 | 10 | -4 | 16 | -4 | 1 | -3 | -14 | 3 | 2
COc1cc(OC)cc(C(=O)Nn2c(C)nc3ccccc3c2=O)c1 | 11 | · | -18 | 1 | 14 | 2 | -16 | -3 | -5
CCn1cc(CN(C)S(=O)(=O)c2cccc([N+](=O)[O-])c2)cn1 | 3 | · | 11 | -1 | 7 | 2 | -2 | 4 | 1
CC(C)Sc1nnc(NC(=O)c2ccco2)s1 | 9 | -4 | 0 | -4 | 0 | -3 | -9 | 1 | -3
CCOC(=O)C1C(=O)NC(N2CCCCC2)=NC1c1ccco1 (stereo not drawn) | 12 | -8 | 1 | 4 | 5 | 2 | -7 | -2 | -1
Cc1cccnc1NCC(O)COc1ccccc1 (stereo not drawn) | 5 | -5 | -6 | -16 | 2 | 5 | -5 | 1 | 8
CN(C)N1C(N)=C(C#N)C(c2cccs2)C2=C1CCCC2=O (stereo not drawn) | 7 | 22 | -4 | -4 | -15 | 3 | -4 | 5 | -1
O=C(COC(=O)CC(c1ccccc1)c1ccccc1)Nc1ccc(F)c(F)c1 | 8 | 25 | -4 | -2 | -16 | -1 | -21 | -4 | 2
O=C(Oc1cccc(Nc2ncnc3ccccc23)c1)c1cccnc1 | 2 | -3 | -4 | -2 | -12 | 11 | -6 | 0 | 0
COc1ccc(CN2CCN(CCc3ccccc3)C(CCO)C2)c(O)c1 (stereo not drawn) | -1 | · | -1 | -5 | -8 | -5 | -22 | -2 | 3
N#CCSc1nnc2sc3ccccc3n12 | -2 | 3 | -13 | -7 | -2[fluorescence artefact?] | -11 | -6 | -1 | 3
COc1ccc2c(c1)c(C(=O)OCCN(C)C)c(C)n2C | 7 | -1 | -1 | -5 | 0 | -6 | -15 | -5 | 1
COc1ccc(CN=Cc2c(O)[nH]c3ccccc23)cc1 | -1 | -2 | -2 | 2 | -8 | 2 | -11 | 0 | -1
CCOC(=O)N1CCN(S(=O)(=O)c2ccc(OCC(=O)OC)c(Cl)c2)CC1 | 17 | 0 | -5 | 2 | 2[fluorescence artefact?] | 2 | 1 | 1 | -1[fluorescence artefact?]
COc1ccccc1N(CC(=O)N/N=C/c1ccc(OCC(=O)NCc2ccco2)cc1)S(=O)(=O)c1ccc(C)cc1 | -25 | -8 | -11 | -3 | -10 | 2 | -7 | 1 | -44
COc1ccc(CN(C(=O)/C=C/C(=O)c2ccc(OC)cc2O)C(C(=O)NC2CCCCC2)c2ccncc2)cc1 (stereo not drawn) | 7 | -3 | -11 | 4 | -6[fluorescence artefact?] | -5 | 5 | -1 | 3
Cc1cc(C)n(C(=O)CN2C(=O)CCC2=O)n1 | 13 | 4 | 7 | 2 | 6 | -4 | -3 | -1 | 3
CCCc1c(C)[nH]c2ccccc2c1=O | 10 | 5 | -10 | -8 | 12 | 5 | -6 | -1 | 4
C=CCNC(=O)CCCCCNS(=O)(=O)c1ccc(OC)cc1 | 11 | -8 | 3 | 2 | 4 | 4 | 4 | -2 | 4
CCc1cccc(NC(=O)c2ccc(NS(=O)(=O)c3c(C)noc3C)cc2)c1 | 10 | 5 | -19 | 26 | -8 | -2 | -13 | 6 | 1
CC(=O)Nc1ccc(OCC(=O)N(CC(C)C)C2CCS(=O)(=O)C2)cc1 (stereo not drawn) | 1 | -117 | -6 | -4 | -4 | 5 | 7 | 1 | 3
CCN(C(=O)c1cc2c(=O)[nH]c3ccc(C)cc3c2s1)c1cccc(C)c1 | 4 | 9 | -5 | -3 | 56 | -7 | -7 | 0 | 1
CCC1(C)Cc2c(C#N)c(N)n(N)c(=S)c2CO1 (stereo not drawn) | 5 | -2 | -4 | 3 | -13 | -1 | 4 | -2 | 4[fluorescence artefact?]
Cc1cc(C)c2c(=O)cc(C(F)(F)F)oc2n1 | 0 | · | · | -5 | 3 | -1 | · | 6 | -3
COCCCn1c2nc3ccccc3nc2c2c(=O)n(Cc3cccs3)cnc21 | -1 | · | 2 | 15 | 11 | -2 | -5 | -1 | -1
C/C(=N\Nc1nc(C)c(C)s1)c1ccc([N+](=O)[O-])cc1 | 8 | 26 | -5 | 12 | -9 | 3 | -14 | 4 | -5
S=C(NCc1ccncc1)Nc1cccc(Cl)c1 | 0 | -8 | -8 | 1 | -1 | 5 | -12 | -1 | -3
CCOC(=O)c1c([N+](=O)[O-])c(C)[nH]c(=O)c1C#N | 4 | -16 | 19 | 1 | 1 | -1 | -4 | 0 | 2
O=C(N[C@@H](Cc1ccccc1)C(=O)OCc1ccccc1)c1nc[nH]c1C(=O)NCc1ccccc1 | 9 | -2 | -4 | -1 | -19 | 17* | · | 3 | 1
Cc1ccc(NC(=S)NCc2cccnc2)cc1 | -16 | -1 | 9 | -4 | 2 | -5 | -15 | -2 | 1

No new results follow: entries from further up.
SMILES | FXIIa inh 1536 | Rad51 HR inh | hK5 inh | FXIa inh | 14-3-3 Bad inh | p97 inhibitor | Mdm2 ligase inh | Wee1 stabilizer | eIF4E 4G PPI
C=CCNC(=O)CCCCCNS(=O)(=O)c1ccc(OC)cc1 | 11 | -8 | 3 | 2 | 4 | 4 | 4 | -2 | 4
CCc1cccc(NC(=O)c2ccc(NS(=O)(=O)c3c(C)noc3C)cc2)c1 | 10 | 5 | -19 | 26 | -8 | -2 | -13 | 6 | 1
CC(=O)Nc1ccc(OCC(=O)N(CC(C)C)C2CCS(=O)(=O)C2)cc1 (stereo not drawn) | 1 | -117 | -6 | -4 | -4 | 5 | 7 | 1 | 3
CCN(C(=O)c1cc2c(=O)[nH]c3ccc(C)cc3c2s1)c1cccc(C)c1 | 4 | 9 | -5 | -3 | 56 | -7 | -7 | 0 | 1
CCC1(C)Cc2c(C#N)c(N)n(N)c(=S)c2CO1 (stereo not drawn) | 5 | -2 | -4 | 3 | -13 | -1 | 4 | -2 | 4[fluorescence artefact?]

Next structures follow:
SMILES | FXIIa inh 1536 | Rad51 HR inh | hK5 inh | FXIa inh | 14-3-3 Bad inh | p97 inhibitor | Mdm2 ligase inh | Wee1 stabilizer | eIF4E 4G PPI
Cc1cccc(C(=O)Nc2cccc(C(=O)N/N=C/c3ccncc3)c2)c1 | 9 | -1 | -18 | 9 | -17[fluorescence artefact?] | 5 | -6 | -2 | -4[fluorescence artefact?]
O=[N+]([O-])c1cc(S(=O)(=O)N2CCCCC2)ccc1NCCN1CCOCC1 | 0 | -10 | -3 | -7 | -4 | -4 | -5 | -1 | -5
CCOC(=O)c1cc(NC(=O)N2CCCc3ccccc32)c(C)nc1C | -2 | -4 | 5 | -11 | -15 | 5 | -4 | -2 | -3
CCOC(=O)CNC(=O)/C(=C\c1ccc(F)cc1)NC(=O)c1ccccc1 | 3 | 4 | -5 | -6 | -4 | 5 | -3 | 2 | 0
Cc1ccc(CNC(=O)c2ccc3nc4[nH]c5ccccc5c4nc3c2)cc1 | 10 | · | -15 | 8 | 37 | 4 | · | 5 | 2
COc1ccc(NC(=O)c2cc(C)n(Cc3cccs3)c2C)cc1 | 5 | 17 | -1 | 1 | -11 | 11 | -18 | 8 | 0
COc1cccc(CC2(CO)CCN(S(=O)(=O)N(C)C)CC2)c1 | 2 | 2 | -4 | -6 | 4 | 4 | 4 | 6 | 4
Cn1ccc(NC(=O)Nc2cccc([N+](=O)[O-])c2)n1 | -3 | 1 | -11 | -5 | -4 | -4 | -7 | -1 | 0
CC(C)Oc1ccc(CC(=O)NNC(=S)Nc2ccc(Br)cc2)cc1 | 26 | · | -74 | 20 | -5[fluorescence artefact?] | 0 | -13 | 2 | -1
Cc1ccccc1NC(=O)c1cc2c(C)nc3ccccc3c2o1 | 10 | -2 | 2 | 1 | 4 | -3 | -3 | -2 | -4
Cc1nn(C)c(C)c1S(=O)(=O)N1CCCC(C(=O)NCC2COc3ccccc3O2)C1 (stereo not drawn) | 10 | -6 | -1 | 2 | 4 | -1 | -5 | -1 | -3[fluorescence artefact?]
Cc1ccc(NS(=O)(=O)c2ccc(OCC(=O)NCc3cccnc3)cc2)cc1 | 19 | 33 | 29 | 6 | -7 | -7 | -90 | -3 | -1
COc1ccc(-c2csc(N(CC3CCCO3)C(=O)c3cccs3)n2)cc1 (stereo not drawn) | 1 | -7 | -7 | -5 | 0 | 2 | -38 | 2 | -4
